# hcGAS inh: inhibitors of human cGAS; recombinant h-cGAS, ATP depletion, Kinase-Glo luminescence; AID 1259398; hit rate 0.081% among 290,000; inhibition, % at 12.5 µM;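 note: 0% = vehicle reaction and 100% = reaction without DNA for no activity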
# Target sequence (Q8N884 whole entry, looked up): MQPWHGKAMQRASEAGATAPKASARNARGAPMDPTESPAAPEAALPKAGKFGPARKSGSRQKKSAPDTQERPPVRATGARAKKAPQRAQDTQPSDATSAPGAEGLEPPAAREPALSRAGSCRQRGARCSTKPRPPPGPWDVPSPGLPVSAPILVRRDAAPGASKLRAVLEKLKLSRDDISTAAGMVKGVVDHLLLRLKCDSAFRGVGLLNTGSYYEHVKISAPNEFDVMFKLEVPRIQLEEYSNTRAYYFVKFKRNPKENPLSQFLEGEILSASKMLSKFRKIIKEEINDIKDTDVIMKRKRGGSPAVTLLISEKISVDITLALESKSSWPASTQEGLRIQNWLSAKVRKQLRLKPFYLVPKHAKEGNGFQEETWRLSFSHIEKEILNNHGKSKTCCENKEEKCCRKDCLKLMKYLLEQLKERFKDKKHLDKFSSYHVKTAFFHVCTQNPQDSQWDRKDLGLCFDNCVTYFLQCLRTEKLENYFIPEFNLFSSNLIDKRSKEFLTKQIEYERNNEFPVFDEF
# mcGAS lum: mouse cGAS inhibition by luminescence. recombinant cGAS, Kinase-Glo ATP depletion luminescence. inhibition, % at 12.5 µM. hit rate 0.15% among 160,000. AID 1259399;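 note: 0% = negative control wells and 100% = reference inhibitor with no enzyme activity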
# NPYLR7 ag: activates Aedes aegypti NPYLR7 receptor; activation, % at 10 µM; hit rate 0.15% among 270,000; HEK293T NPYLR7/Galpha15, GCaMP6s calcium fluorescence; in the data active = activation above about 40%;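 note: 0% = vehicle and 100% = reference agonist at the receptor; some compounds past the cut are filed as inactive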
# An asterisk follows results filed as active; . = not tested or not shown; & = joins results of further samples. Cut-off read from the data, not from the text of the source, unless noted: active = inhibition above about 40%; inactive = the rest. An excerpt; count on the stated rates, not on these rows.
SMILES,hcGAS inh,mcGAS lum,NPYLR7 ag
C1CCC2(C1)CNCCN2,-3,.,-4
COc1cc(C2NCc3ccc4c(c3-n3cccc32)OCO4)ccc1F (stereo not drawn),-8,.,-4
Fc1cc(F)c2nc(N3CCNCC3)sc2c1,-13,.,2
COc1ccc(CC(=O)N2CCN(C(c3ccccc3)c3ccc(C)cc3)CC2)cc1 (stereo not drawn),0,0,-5
CN1CCN(Cc2csc3c2CCCC3)CC1,-7,.,-2
Brc1ccc(C2CC(c3cccnc3)Nc3nnnn32)cc1 (stereo not drawn),-10,.,4
CC(=O)O[C@@]12CO[C@@H]1C[C@H](O)[C@@]1(C)C(=O)[C@H](O)C3=C(C)[C@@H](O)C[C@@](O)([C@@H](OC(=O)c4ccccc4)[C@H]21)C3(C)C,-3,-3,-6
CCNP(=O)(NCC)NC(=O)c1cc(C)n(C2CC2)c1C,-2,.,5
O=c1[nH]c(=O)n(-c2ccc(Br)cc2)c(O)c1C=NC(CO)(CO)CO,2,1,-5
COc1cccc(C(N)Cc2cc(C)cc(C)c2)c1 (stereo not drawn),-13,-6,8
CC(=O)NNC1=NC(c2ccccc2)=NP(N(C)C)(N(C)C)=N1,-8,.,5
Cc1cccc(C(=O)N2CCSC23CCNCC3)c1,-4,.,4
CC(=O)O[C@@H]1CC2C(C)(C)C(=O)C=C[C@]2(C)C2CC[C@]3(C)C(=CC(=O)O[C@H]3c3ccoc3)[C@@]21C (stereo partly drawn),3,0,.
CN1/C(=C\C=C2C(=O)NC(=S)NC2=O)C(C)(C)c2ccccc21,-3,.,16
Cc1cc(C(C)(C)c2ccc(O)c(C)c2)ccc1O,1,-3,1

# Brought forward from above: two entries; new compounds follow.
SMILES,hcGAS inh,mcGAS lum,NPYLR7 ag
CN1/C(=C\C=C2C(=O)NC(=S)NC2=O)C(C)(C)c2ccccc21,-3,.,16
Cc1cc(C(C)(C)c2ccc(O)c(C)c2)ccc1O,1,-3,1
CCCNC(=O)N1CCC2(CCNCC2)C1,-6,.,5
CN(C)c1ccc(/C=C/C=C2C(=O)NC(=O)NC2=O)cc1,-16,0,1
CCN(CCCl)Cc1ccccc1Br,-2,2,6
O=C(C(=O)N1C[C@H](c2cccc(F)c2F)[C@@H]2[C@H]1C1CCN2CC1)c1ccco1,-5,-12,3
O=C1OC2(c3cc(Br)c(O)cc3Oc3c2cc(Br)c(O)[c]3[Hg])c2ccccc21 (stereo not drawn),0,30,98*
CCOP(=O)(OCC)C(NC(=O)C(F)(F)F)C(F)(F)F (stereo not drawn),0,.,-5
CC(Cc1ccccc1F)NCCCC(=O)N(C)C (stereo not drawn),-5,.,-3
Cc1cccc(C(=O)Nc2ccc3[nH]cc(CCN(C)C4CCCCC4)c3c2)c1,-10,-7,9
Cc1cc(C=C2C(=O)NC(=O)NC2=O)c(C)n1-c1ccc(Br)cc1,-7,-4,-9
COc1cc([C@@H]2c3cc4c(cc3[C@H](OC(C)=O)[C@H]3COC(=O)[C@@H]23)OCO4)cc(OC)c1OC,-2,.,-6
FC(F)(F)C1=NC(C(F)(F)F)=NP(N2CCCCC2)(N2CCCCC2)=N1,-11&-8,.,9
CCOP(=O)(C(NC(=O)c1ccccc1)=C(Cl)Cl)c1ccccc1 (stereo not drawn),-16,-7,0
C1CCC(c2nc(CN3CCNCC3)no2)CC1,-2,.,-24
O=C(NCc1cccc(-c2ncc(-c3ccc(F)cc3)[nH]2)c1)c1ccc(S(=O)(=O)F)cc1,-5,-8,35
C[N+](C)(C)CC#CCOC(=O)Nc1cccc(Cl)c1,-2,-3,8

# Whole records, quoted from the list. Order of screens: hcGAS inh, mcGAS lum, NPYLR7 ag
# O=C(C(=O)N1C[C@H](c2cccc(F)c2F)[C@@H]2[C@H]1C1CCN2CC1)c1ccco1 across the screens: -5, -12, 3
# COc1cc([C@@H]2c3cc4c(cc3[C@H](OC(C)=O)[C@H]3COC(=O)[C@@H]23)OCO4)cc(OC)c1OC across the screens: -2, ., -6
# O=C1OC2(c3cc(Br)c(O)cc3Oc3c2cc(Br)c(O)[c]3[Hg])c2ccccc21 (stereo not drawn) across the screens: 0, 30, 98*
# Cc1cc(C=C2C(=O)NC(=O)NC2=O)c(C)n1-c1ccc(Br)cc1 across the screens: -7, -4, -9
# C1CCC(c2nc(CN3CCNCC3)no2)CC1 across the screens: -2, ., -24

# New compounds follow.
SMILES,hcGAS inh,mcGAS lum,NPYLR7 ag
O=c1cccc2n1CC1CC2CN(c2nc(Cl)nc(NCCN3CCOCC3)n2)C1 (stereo not drawn),-3,.,10
COC(=O)C1=C(C)N(C)C(=O)C12c1ccccc1-c1oc(N)nc12 (stereo not drawn),-12,.,13
CC(CN1CCN(Cc2cccc(Cl)c2)CC1)C(F)(F)F (stereo not drawn),-4,.,11
CC(C)(C)c1ccc(COc2coc(CN3CCCN(C(=O)COc4c(F)c(F)c(F)c(F)c4F)CC3)cc2=O)cc1,-3,-5,3
CC(C)CN(Cc1cc(NC(=O)C(C)C)ccc1N(C)C1CCN(C)CC1)C(=O)c1ccc(F)cc1,-7,-10,23
NCC(CC(=O)O)c1ccc(Cl)cc1 (stereo not drawn),-2&-4&1,-4&-1,-4&1&-6
O=C1NC(=S)NC(=O)C1=Cc1ccc(Br)cc1,-6,-2,2
N#CC1(c2ccccc2)CCN(C(=O)C2CCCCC2C(=O)NCc2cccs2)CC1 (stereo not drawn),-5,-4,-6
COC(=O)N1CCN(C(=O)Cc2ccc(Cl)c(Cl)c2)C(CN2CCCC2)C1 (stereo not drawn),-2&-6,-5,-5&-4
CCOC(=O)c1cc(C(O)(C(=O)OC)C(F)(F)F)c(N=CN(C)C)o1 (stereo not drawn),-4,.,-7
CC1CC2CCCCC2N1Cc1ccon1 (stereo not drawn),-10,.,13
CC(C)c1nccc(CN2CCC3(CC2)C(=O)NCCN3C)n1,0,.,3
CC[C@H]1C2CC3[C@@H]4N(C)c5ccccc5[C@]45C[C@@H](C2C5O)N3[C@@H]1O (stereo partly drawn),2,.,-10
Cc1cc(C)c(C(Cl)Cl)c(C)c1C=C(C#N)C#N,-1,.,-8
CC(C)c1ccc(CCNC(=O)CNc2ccc(C#N)c(Cl)c2)cc1,-6,.,10
Cc1ccc2c(CC(CC(C)C)[N+](=O)[O-])c[nH]c2c1 (stereo not drawn),-1,.,-8
c1ccc(N2CCNCC2)c(-c2ccc3c(c2)OCO3)c1,-2,1,13
COC(=O)c1ccccc1NC(=O)N1CCN(CCOC(c2ccccc2)c2cccc(C(F)(F)F)c2)CC1 (stereo not drawn),-4,-8,23
CSP1(=S)N=C(N2CCN(C)CC2)C(C#N)=C2CCCN21 (stereo not drawn),0,.,2
C=CCOc1ccc(/C=C2\C(=O)NC(=O)N(CC=C)C2=O)cc1OC,-3,-7,-9
N#CC(c1ccc(F)cc1)N1CCN(C(=O)COc2ccccc2F)CC1 (stereo not drawn),7,.,-2
NC(=O)CN1CC2NC3CCC2(CC3)OC1=O (stereo not drawn),-4,-8,28
CC(=O)NCCN1CC=C(c2cnn(Cc3ccc(F)cc3)c2)CC1,-7,-11,.
CCCCOC(=O)N1CCC2(CCN(C)C2)CC1,-1,-1,-2
CC(C)n1[nH]c(=O)c2c1NC(=O)CSC2c1ccc([N+](=O)[O-])cc1 (stereo not drawn),-3,.,-17
COc1cc2c(cc1OC)[C@@H]1C(=O)c3ccc(O)c(CC=C(C)C)c3O[C@@H]1CO2,-4,-3,.
COc1ccccc1C(=O)C1CCCN(CCC(=O)O)C1 (stereo not drawn),-6,.,7
CC1(C)Cc2cccc(OCC(=O)N3CCN(Cc4nnnn4-c4ccccc4)CC3)c2O1,-4,-8,-3
O=C(NC1CCCCC1)c1cc2ccccc2oc1=O,-4,-4,-1
COc1ccc(OC)c(CC(=O)N2CCN(C)C(C(=O)O)C2)c1 (stereo not drawn),-1,-13,1
COc1cc(C=C2C(=O)NC(=O)NC2=O)cc(OC)c1OC,0,-2,.
CCCCN(C)C(=O)c1nn(Cc2ccc(C(C)(C)C)cc2)c2ccccc12,-1,-1,2
CN1CC2c3ccccc3OC(c3ccc(Cl)cc3)C2([N+](=O)[O-])O1 (stereo not drawn),-4,.,-3
O=C(NC1CCC1)c1nn(Cc2cccc(Oc3ccccc3)c2)c2ccccc12,0,-2,3
OC[C@@H]1[C@H]2CN(Cc3ccccn3)CCN2C[C@H]1c1ccccc1,-2,-7,2
CNc1ccccc1C(=O)O,-5,.,-5
C=C(C)[C@@H]1CCC(C)=C[C@H]1c1c(OC)cc(C)cc1OC,-2,.,4
N#CC1C(=N)Oc2c(c(=O)oc3ccccc23)C1c1cccc([N+](=O)[O-])c1 (stereo not drawn),-5,1,3
O=C(Nc1ccon1)c1cccn(Cc2cccc(C(F)(F)F)c2)c1=O,-13,.,17
CCC(CC)c1cc([C@H]2CN3CC[C@H]2C[C@@H]3CN(CC2CC2)CC2CC2)nc(-c2ccncc2)n1,-6,-7,31
O=[N+]([O-])c1cc(O)c(O)c([N+](=O)[O-])c1,3&13,8&29,-6&-6
COc1ccc([C@@H]2CN(C(=O)c3ccc(N)nc3)[C@@H]3C4CCN(CC4)[C@@H]32)cc1,-7,.,1
CC1CCN(C(=O)C(C2CCCC2)N2CCN(C(=O)Cc3cccs3)CC2)CC1 (stereo not drawn),3,1,9
CNC(C)[C@@H]1CC[C@@H](N)[C@@H](OC2[C@@H](N)C[C@@H](N)[C@H](OC3OC[C@](C)(O)[C@H](NC)[C@H]3O)[C@H]2O)O1 (stereo partly drawn),2&2,.,-4&-5
CN1CCN(c2ccc3ccccc3n2)CC1,-2&7,-5,-2&2

# In a second layout: four of the compounds above
Molecule | hcGAS inh | mcGAS lum | NPYLR7 ag
CN1CC2c3ccccc3OC(c3ccc(Cl)cc3)C2([N+](=O)[O-])O1 (stereo not drawn) | -4 | . | -3
CNc1ccccc1C(=O)O | -5 | . | -5
Cc1cc(C=C2C(=O)NC(=O)NC2=O)c(C)n1-c1ccc(Br)cc1 | -7 | -4 | -9
CC(CN1CCN(Cc2cccc(Cl)c2)CC1)C(F)(F)F (stereo not drawn) | -4 | . | 11

# Next compounds
SMILES,hcGAS inh,mcGAS lum,NPYLR7 ag
CC(=O)C1CCC2C3CCC4C[C@H](O)CCC4(C)C3C[C@H](O)C12C (stereo partly drawn),-5,-3,.
C=C1CC2C(CC[C@]3(C)C(=O)CCC23)[C@@]2(C)C=CC(=O)C=C12 (stereo partly drawn),-5,.,1
COc1ccccc1N1CCNCC1,6&-2,-4&-1,0&-14
O=C(NCCc1cnc[nH]1)c1ccccc1C1CCNC1 (stereo not drawn),1,.,19
O=C1NC(=S)NC(=O)C1=Cc1ccccc1O,-3,-6,-7
CCCCn1c(=O)c(C(=O)Nc2nc3ccccc3s2)c(O)c2ccccc21,0,-6,-4
CCOC(=O)[C@H]1CN(C(=O)N2CCOCC2)[C@]2(C)C(=O)N(C)c3ccccc3[C@H]12,-8,-8,-2
CC(C)(C)C(=O)NC1CCSC1=O (stereo not drawn),0,.,0
CC(C)N(CCC(C(N)=O)(c1ccccc1)c1ccccn1)C(C)C (stereo not drawn),-5&-3&3&-5&-3&0,-5&-4&0,3&-7&1&-2&-5&-8
COC(=O)C1C(=N)Oc2cc(C)[nH]c(=O)c2C12C(=O)N(Cc1ccccc1Cl)c1ccccc12 (stereo not drawn),-1,-8,0
O=C(Nc1ccc(F)cc1F)N1CCCC1,-8,.,-2
Cc1ccnc(CC(C)N(C)Cc2ccccc2Cn2cccn2)c1 (stereo not drawn),-7,.,1
Nc1ccc(Cl)c(Cl)c1,-4,-4,6
CCOC(=O)[C@H]1CN(C(=O)Cc2ccc(OC)cc2)[C@]2(C)C(=O)Nc3ccccc3[C@H]12,12,3,-2
Cc1c(Cl)c(CN2C3CCC2CC(=O)NC3)nc2ccccc12 (stereo not drawn),14,.,-2
COCCCNC(=O)CN1C(=O)CSC(c2ccccc2Cl)c2c(-c3ccccc3)nn(C(C)(C)C)c21 (stereo not drawn),-4,-5,.
CCOP(OCC)C(Nc1ccccc1)c1ccccc1 (stereo not drawn),6,.,-5
O=C(NCCc1ccccn1)C(C1CCCC1)N1CCN(C(=O)COc2ccccc2)CC1 (stereo not drawn),-6,-5,-4
Fc1cc(Cl)ccc1C1NCCc2[nH]cnc21 (stereo not drawn),-7,.,-4
CC(C)(C)OCC(O)CNC1CCCC1 (stereo not drawn),-8,-8,0
CC[C@H](N)C(=O)N1CCN(C)C2(CCN(C)CC2)C1,-2,-13,5
COC(=O)OCC12CCC(O1)C1(C)C(=O)OCC21 (stereo not drawn),-5,.,9
CC(C)(C)NC1=NC2CCN(C2)C12CCNCC2 (stereo not drawn),-6,-4,.
Cc1ccccc1C(SCC(N)=O)c1ccccc1 (stereo not drawn),-8,-8,8
O=C(CN1CN(c2ccccc2)C2(CCNCC2)C1=O)NCCc1ccc(Cl)cc1Cl,0,0,0
O=c1c2cc(F)ccc2ncn1Cc1cn2ccccc2n1,-5,-10,20
Cc1ccsc1C(=O)C1CCCN(Cc2ccon2)C1 (stereo not drawn),1,-1,-4
Cc1ccnc(CC(C)N(C)Cc2c(Cl)cncc2Cl)c1 (stereo not drawn),-6,-13,0
NCCc1nc2ccccc2s1,-2,-3,3
CC1(C)C2C[C@@H](O)[C@]3(C)C(CC[C@@]4(C)[C@H](c5ccoc5)CC5OC543)[C@@]2(C)[C@@H](O)C[C@H]1O (stereo partly drawn),-3,-2,-5
CN1CCC2(CC1)CCN(C(=O)C1CNC1)C2,3,.,6
CC(Cc1cnccn1)NCC(=O)NC1CCCCCCC1 (stereo not drawn),-2,.,3

# From PubChem
